# Cycloheximide cs – Cycloheximide Counterscreen for Small Molecule Inhibitors of Shiga Toxin; cell reporter, cycloheximide protein synthesis inhibition counterscreen; max response, %; 12% of 300,000 active; AID 2314, 2010; in the data active means max response mostly above about 13%, no sharp cut-off; inactive means mostly below about 14%; further: read at 38.3 µM for the half of the compounds with a filed dose; 0% is about no effect
# HCMV antiviral – qHTS Assay for inhibitors of the human cytomegalovirus (HCMV); HFF cells, HCMV-luciferase reporter, 72 h; stronger effect = lower value; activity change, negative = inhibition, % at 57.5 µM; 4.5% of 410,000 active; AID 1259415, 2018; in the data active means activity change below about -60%; inconclusive means no clear call, values can overlap the other calls; inactive means above about -39%; further: on the % scale 0 is the no-effect control and ±100 the full control effect
#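 Compounds were evaluated in HFFs infected with an HCMV luciferase reporter virus (MOI 1 PFU/cell). Luciferase in lysates collected 72 h post infection served as the replication measure.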
# AMA1 RON2 block – qHTS for Inhibitors of AMA1-RON; Towards Development of Antimalarial Drug Lead: Primary Screen; Plasmodium falciparum AMA1 (3D7) - RON2 peptide interaction; AlphaScreen AMA1-biotinylated RON2 peptide binding; Potency, µM (series often up to 58.2 µM), for inactives: at the highest dose activity change, negative = inhibition, usual class: inhibitors; 0.2% of 360,000 active; AID 720542, 2013;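 further: potency means the concentration at half of the fitted maximal effect; 0% = vehicle wells and -100% = peptide control; nearly all actives have a fitted effect of over 45% in size; some results filed as inactive show a strong effect at the top dose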
#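 AMA1 (3D7) with his tag at 25 nM final met compounds first, then biotinylated RON2 peptide at 25 nM; detection used donor plus acceptor beads, 10 µg/mL apiece, read by AlphaScreen after 30 min at room temperature.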
# AmpC inh no detg – qHTS Inhibitors of AmpC Beta-Lactamase (assay without detergent); P00811; AmpC nitrocefin hydrolysis, absorbance 480 nm, 0.0001% Triton; Potency, µM (top dose mostly 57.1 µM), without a hit: at the highest dose activity change, negative = inhibition, usual class: inhibitors; 0.52% of 330,000 active; AID 485341, 2010;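 further: potency means the concentration at half of the fitted maximal effect; plate controls were no compound for no effect and no enzyme for full effect; nearly all actives have a fitted effect of over 20% in size; some results filed as inactive show a strong effect at the top dose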
# Target sequence (P00811 whole entry, looked up): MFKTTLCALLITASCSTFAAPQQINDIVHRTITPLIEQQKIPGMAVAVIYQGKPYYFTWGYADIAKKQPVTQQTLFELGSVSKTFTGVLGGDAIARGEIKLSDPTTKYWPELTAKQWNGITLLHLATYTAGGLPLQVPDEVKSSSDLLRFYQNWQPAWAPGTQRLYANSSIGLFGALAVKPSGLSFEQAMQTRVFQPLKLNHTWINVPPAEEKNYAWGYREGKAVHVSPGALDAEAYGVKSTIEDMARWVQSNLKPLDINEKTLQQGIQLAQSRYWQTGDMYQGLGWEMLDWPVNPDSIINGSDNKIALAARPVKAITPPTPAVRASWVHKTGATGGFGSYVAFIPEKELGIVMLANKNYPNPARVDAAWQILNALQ
#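 20 mM phosphate pH 7.0 + 0.01% (detergent screen) or 0.0001% Triton X-100; 5.3 nM AmpC reagent; cpd preinc 15 min RT; nitrocefin (800 uM stock) to start; A480 q20 s × 4 min; Activity was normalised to no-enzyme and no-compound control wells.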
# Shiga toxin inh – A qHTS for Small Molecule Inhibitors of Shiga Toxin. inhibition, % at 38.7 µM. AID 2315, 2010. 9.2% of 290,000 active. Vero cells, Shiga toxin protein synthesis inhibition reporter; in the data active means inhibition mostly above about 28%, no sharp cut-off; inactive means mostly below about 43%; further: 0% is about no effect
# AmpC inh detg – qHTS Inhibitors of AmpC Beta-Lactamase (assay with detergent) | AmpC hydrolysis of nitrocefin, absorbance 480 nm, 0.01% Triton | P00811 | Potency, µM (highest dose often 114 µM), inactives show at the highest dose activity change, negative = inhibition, most hits filed as inhibitors | 0.041% of 370,000 active;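 further: potency means the concentration at half of the fitted maximal effect; 0% = no-compound wells and -100% = no-enzyme wells; nearly all actives have a fitted effect of over 25% in size; some results filed as inactive show a strong effect at the top dose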
#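 AmpC (5.3 nM in the dispensed reagent) in 20 mM phosphate pH 7.0 with 0.01% (detergent screen) or 0.0001% Triton X-100 was preincubated with compounds for 15 min at room temperature. Nitrocefin was then added from an 800 uM solution, and hydrolysis was followed at 480 nm.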
# FBPA Giardia inh – qHTS Assay for Inhibitors of Fructose-1,6-bisphosphate Aldolase from Giardia Lamblia; AID 2451, 2010; purified Giardia FBPA; Potency, µM (top dose mostly 59.6 µM), without a hit: at the top dose activity, negative = inhibition, hits mostly inhibitors; 0.71% of 290,000 active; further: potency means the concentration at half of the fitted maximal effect; on the % scale 0 is the no-effect control and ±100 the full control effect; nearly all actives have a fitted effect of over 55% in size
# Target sequence (A8B2U2 whole entry, looked up): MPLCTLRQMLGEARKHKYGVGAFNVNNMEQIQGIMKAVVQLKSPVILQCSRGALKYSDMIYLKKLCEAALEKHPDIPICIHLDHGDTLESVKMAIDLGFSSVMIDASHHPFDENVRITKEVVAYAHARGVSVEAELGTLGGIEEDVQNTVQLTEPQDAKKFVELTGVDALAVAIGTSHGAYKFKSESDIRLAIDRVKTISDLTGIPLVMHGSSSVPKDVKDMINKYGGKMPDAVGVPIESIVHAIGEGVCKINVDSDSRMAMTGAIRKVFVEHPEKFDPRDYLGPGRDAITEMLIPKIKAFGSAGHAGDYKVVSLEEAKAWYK
#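 40 nM FBPA preincubated 10 min at RT with compound (up to 57.5 uM final), then substrate plus GAPDH/TPI/NAD/arsenate coupling and diaphorase/resazurin added. Fluorescence read after 20 min at RT, 525/598 nm.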
# Numbers without * were called inactive; ? = inconclusive; nt = not tested or not shown; & = joins results of further samples; [ ] = another dose, or the depositor's remark. Unless noted, the call rests on the fitted dose curve; in most records, active means well fitted curve in the direction sought with a large enough effect; inconclusive means small, poorly fitted or top-dose-only effect, or another doubt; inactive means no such curve, though single readings can be large; an effect the other way counts as inactive or inconclusive. Not a hit list (roughly 16% active in at least one column).
SMILES,Cycloheximide cs,HCMV antiviral,AMA1 RON2 block,AmpC inh no detg,Shiga toxin inh,AmpC inh detg,FBPA Giardia inh
Nc1cccc2c1C(=O)N(C(=O)c1ccco1)C2=O,-3,0,0%,-7%,2,-4%,8%
CCC(Sc1nccn1C)C(=O)Nc1ccc(Cl)cn1 (stereo not drawn),-6,-38,-8%,-10%,-10,5%,-5%
CCOC(=O)c1sc(NC(=O)c2cc(-c3ccc(C)cc3)nc3ccccc23)c(C#N)c1C,1,-103*,11%,-54%,-15,0%,8%
CCCCCCc1cc2cc(C(=O)Nc3cccc(OC)c3)c(=O)oc2cc1O,2,-88*,-7%,-22%,13,-8%,5%
C/C(=N\NC(=S)Nc1ccccc1C)C1Cc2ccccc2C(=O)O1 (stereo not drawn),40*,-29,72%[activator],-26%,46,-3%,-25%
Cn1cc(SCC(=O)Nc2nccs2)c2ccccc21,40*,70,-2%,-30%,83*,-12%,-22%
CCn1c(SCC(=O)c2ccc(NS(=O)(=O)c3ccccc3)cc2)nnc1-c1cccs1,-4,-19,16%,-32%,1,2%,20%
CCCN1CCC(NC23CC4CC(CC(C4)C2)C3)CC1,-1,nt,nt,-7%,-10,-13%,?
Cc1ccnc(SCC(=O)c2ccc(Br)s2)n1,36*,6,-1%,-9%,37,2%,-4%
O=C(C1=C(O)C(=O)N(CCc2ccccc2)C1c1cccs1)c1ccco1 (stereo not drawn),2,17,2%,-31%,26,3%,-4%

# Continued; the last four above are carried over.
SMILES,Cycloheximide cs,HCMV antiviral,AMA1 RON2 block,AmpC inh no detg,Shiga toxin inh,AmpC inh detg,FBPA Giardia inh
CCn1c(SCC(=O)c2ccc(NS(=O)(=O)c3ccccc3)cc2)nnc1-c1cccs1,-4,-19,16%,-32%,1,2%,20%
CCCN1CCC(NC23CC4CC(CC(C4)C2)C3)CC1,-1,nt,nt,-7%,-10,-13%,?
Cc1ccnc(SCC(=O)c2ccc(Br)s2)n1,36*,6,-1%,-9%,37,2%,-4%
O=C(C1=C(O)C(=O)N(CCc2ccccc2)C1c1cccs1)c1ccco1 (stereo not drawn),2,17,2%,-31%,26,3%,-4%
CC(C)n1nnc2c(=O)oc3ccccc3c21,2,-25,11%,-11%,-14,0%,0%
Cc1c(C)c(C)c(S(=O)(=O)N2CCC3(CC2)OCCO3)c(C)c1C,-2,-6,-7%,90%[activator],-4,-3%,nt
CCCn1cc(CN2CCC(n3nccc3NC(=O)c3ccc4c(c3)OCO4)CC2)c(C)n1,-2,59,-7%,2%,3,-8%,3%
CCOC(=O)c1ccc(NC(=S)NCc2ccc(S(N)(=O)=O)cc2)cc1,-3,-10,-2%,-37%,-3,-3%,4%
O=C(O)c1ccc(NC2OC[C@@H](O)[C@H](O)[C@H]2O)cc1 (stereo partly drawn),nt,57,4%,-37%,nt,-12%,nt
Cc1ccc(C23CC4CC(CC(C(=O)OCC(=O)NC5CCS(=O)(=O)C5)(C4)C2)C3)cc1 (stereo not drawn),1,31,-4%[2.32 µM],216%[activator],-9,-9%,10%
Cc1ccc(S(=O)(=O)NCCc2ccncc2)cc1[N+](=O)[O-],2,32,-2%,-5%,-9,-3%,3%
COCCn1nnnc1C(c1cc(OC)ccc1OC)N1CCc2ccccc2C1 (stereo not drawn),-3,0,-10%,40%,-7,?,-6%
C=C(C)C(=O)Nc1cccc(C2=NOC3(C2)C[C@@H](C(N)=O)N(C(=O)CC(c2ccccc2)c2ccccc2)C3)c1 (stereo partly drawn),-3,1,33%[activator],169%[activator],-13,4%,1%
O=C(Nc1nnc(-c2ccccc2)o1)c1cc(-c2cccs2)nc2ccccc12,-3,24,97%[activator],-53%,-9,?,?
COc1ccc(/C=C2\SC(=S)N(CC(=O)OCC(=O)Nc3ccc(C)cc3Cl)C2=O)cc1,-2,-21,6%,-31%,-6,-2%,-26%
Cc1ccsc1/C=C(\C#N)C(=O)NCCCN1CCOCC1,10,-33,-3%,-16%,27,4%,4%
O=C1[C@@H]2Cc3c([nH]c4ccccc34)CN2C(=O)CN1CCCO,-1,?,-14%,-16%,-7,?,0%
Cc1nn(-c2ccccc2)c(N2CCCC2)c1C=O,0,-33,-3%,-21%,-18,0%,1%
O=C1Nc2ccc(Br)cc2C1=Nc1ccc(-c2nnc3n2CCCCC3)cc1,-3,nt,nt,-44%,-7,-4%,-28%
CCCCNc1ccc(S(N)(=O)=O)cc1[N+](=O)[O-],-2,nt,nt,-22%,-3,?,3%
O=C(NCC(c1cccnc1)N1CCOCC1)Oc1ccccc1 (stereo not drawn),24*,20,7%,-19%,75*,-4%,4%
COC(=O)C(C(=O)OC)C(C[N+](=O)[O-])c1ccc(OC)cc1 (stereo not drawn),-2,-2,5%,-5%,-16,3%,3%
CCC1CCCCN1C(=O)CSc1nnc(N)s1 (stereo not drawn),nt,-3,-9%,-26%,nt,nt,nt
CN(C)S(=O)(=O)c1ccc(C(=O)Nc2cc3c(cc2C(=O)O)OCCCO3)cc1,-2,-19,-3%,-12%,-2,3%,-7%
COc1cccc(CC2(CO)CCCN(Cc3ccc(-c4ccco4)cc3)C2)c1 (stereo not drawn),-1,?,-27%,18%,10,6%,-3%
CCOc1ccc(C(=O)C(CN2CCOCC2)c2ccccc2)cc1 (stereo not drawn),-3,-99*,-15%,49%,15,?,-12%
O=C1/C(=C\c2ccc(Cl)c(Cl)c2)N2CCC1CC2,-1,?,-19%,-2%,13,-1%,5%
COc1ccc(CCN(C)C(=O)Cc2ccc(-c3ccccc3)cc2)cc1OC,22*,-76*,6%,107%[activator],-7,-6%,-2%
COc1ccc2nc(/N=C\N(C)C)sc2c1,16,53,-18%,-20%,20,-1%,?
CCN(CC)CCNC(=O)c1ccc(NC(=O)c2c(C)nn(-c3ccc(F)cc3)c2Cl)cc1,-3,?,-10%,27%,-12,-6%,9%
CCC(CO)Oc1cc(NC(=O)c2cccc(Cl)c2)c2ncn(C(C)C)c2c1 (stereo not drawn),nt,15,-9%,-11%,nt,6%,nt
O=C(CSc1nncn1-c1cccnc1)Nc1cccc([N+](=O)[O-])c1,-4,-18,-9%,-9%,0,2%,0%
CC(C)CC(=O)N1CCN(Cc2ccccc2Cl)CC1,-2,-7,-2%,24%,nt,-16%,-30%
CN(CC(=O)NNC(=O)Cc1ccccc1F)S(=O)(=O)c1ccc(Cl)cc1,nt,14,55%[activator],-10%,nt,-10%,nt
CC(=O)N1CCCc2cc(S(=O)(=O)N(C)CCC#N)ccc21,-3,-23,5%,-12%,-5,-13%,13%
CCOc1ccc(/C(O)=C2/C(=O)C(=O)N(Cc3cccnc3)C2c2ccc(N(C)C)cc2)c(C)c1 (stereo not drawn),9,20,-2%,-1%,-1,-9%,7%
CN(C)/C=C/C=C1C(=O)CCCC1=O,-2,-2,-14%,-5%,-3,-8%,-1%
CCOc1ccc(/C=N/NC(=O)c2ccccc2O)cc1CN1CC2CC(C1)c1cccc(=O)n1C2 (stereo not drawn),nt,3,38%[activator],85%[activator],nt,-6%,nt
COC(=O)c1cccc(NC(=S)NCCC2=CCCCC2)c1,7,?,34%[activator],-2%,23,-2%,2%
c1ccc(COCCCc2cnc[nH]2)cc1,-1,nt,nt,nt,21,nt,-10%
Cc1ccc2oc(=O)c3cnn(CC(=O)N4CCN(c5ccccn5)CC4)c3c2c1,-2,17,4%,-5%,-13,?,3%
COC(=O)[C@@H]1C[C@@]2(O)[C@H](O)[C@H](O)[C@H](O)C[C@H]2N1Cc1ccc(C(F)(F)F)cc1,-5,28,28%,-3%,-7,-4%,1%&-1%
CCc1ccc2c(COC(=O)c3n[nH]c4ccccc34)cc(=O)oc2c1,46*,94,0%,-22%,94*,-2%,-5%
O=C(c1cc(-c2ccc(Cl)c(Cl)c2)on1)N1CCN(c2ccccc2)CC1,3,?,-12%,-21%,34,-3%,4%
CCc1ccccc1NC(=S)NN,-1,0,nt,-47%,-17,5%,16µM*
O=C(O)CCN1C(=O)/C(=C\c2cccc(OCc3ccccc3)c2)SC1=S,3,-27,8%,-32%,-9,-3%,2%
N/C(=N\OC(=O)c1ccc(F)cc1)c1ccccc1,59*,40,31%[activator],-12%,150*,-1%,2%
Cc1cc(=O)n2c(n1)SCOC2,0,-14,-11%,-17%,-3,1%,3%
CCc1ccc(NC(=O)CN2C(=O)COc3ccc(S(=O)(=O)N4CCCC4)cc32)cc1,-8,-30,6%,-33%,-5,-4%,nt
COc1cccc(NC(=O)CNc2cc(S(=O)(=O)N3CCOCC3)ccc2N2CCCC2)c1,nt,-10,0%,22%,nt,0%,nt
COc1cccc(NC(C(=O)Nc2cccc(C(C)=O)c2)c2ccccc2)c1 (stereo not drawn),0,-10,-27%,-27%,-13,-4%,-6%
O=C(Nc1ccccc1F)c1ccccc1-c1ccc(C(F)(F)F)cc1,-2,-34,-1%,-25%,-8,-12%,0%
O=C(/C=C/c1cccnc1)c1ccccc1O,-1,-22,5%,-18%,-15,-9%,1%
Fc1ccccc1CCNc1nnnn1-c1ccccc1,1,-29,4%,-26%,-12,-12%,8%
# Next results:
SMILES,Cycloheximide cs,HCMV antiviral,AMA1 RON2 block,AmpC inh no detg,Shiga toxin inh,AmpC inh detg,FBPA Giardia inh
Cc1nc2cc(C(F)(F)F)ccc2n1CCNc1nc(-c2ccc([N+](=O)[O-])c(Cl)c2)cs1,-3,-25,8%,-13%,2,-7%,-7%
CCn1nnnc1-c1ccc(OC)c(S(=O)(=O)NCc2ccccc2)c1,-1,-9,12%,3%,9,3%,0%
COc1ccc(NC(=S)NCC(c2ccco2)N2CCCC2)cc1 (stereo not drawn),6,-19,10%,-20%,5,-14%,2%
Cc1ccc(CNC(=O)C2(C)Oc3ccccc3NC2=O)cc1 (stereo not drawn),-2,3,-10%,-10%,-9,-5%,2%
COc1ccc(-c2csc(Nc3ccc(S(N)(=O)=O)cc3)n2)cc1,7,-30,8%,-48%,14,-12%,0%
COc1cccc(CN(C)C(=O)CCNC(=O)c2ccco2)c1,nt,-24,-6%,-19%,nt,-1%,nt
Cc1cc(C)nc(NC(=O)c2ccc([N+](=O)[O-])c(C)c2)n1,-1,-3,-9%,-13%,10,-10%,-17%
Cc1cc(OC(C)C(=O)NC(Cc2c[nH]c3ccc(O)cc23)C(=O)O)c2c(C)c(C)c(=O)oc2c1 (stereo not drawn),-1,-6,1%,-38%,-10,?,?
C/C(=N/OC(=O)c1ccccc1)c1oc(C)nc1C,51*,44,-26%,-1%,64*,-5%,2%
CCc1ccc(S(=O)(=O)NCCc2cn3cccc(C)c3n2)s1,-6,29,-1%,-8%,-9,2%,6%

# Screens deposited in PubChem BioAssay by National Center for Advancing Translational Sciences (NCATS).
